# KCNH2 3.1 inh: blocks the human KCNH2 3.1 channel isoform; U2OS KCNH2 3.1, thallium flux FluxOr; active compounds read low; activity change, % (tested at about 1.8 µM); 340,000 tested, 0.95% active; AID 720553;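 active = maximum activity change below -70%; inconclusive = maximum activity change from -70% to -50%; inactive = maximum activity change above -50%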;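 note: thallium influx rate constant from kinetic fluorescence after stimulation buffer; % is set by controls: 0 for no effect and ±100 for the full control effect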
#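 FluxOr-based Tl+ influx in U2OS cells transduced with KCNH2 3.1 virus; rate constants normalized to DMSO controls.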
# Integrin act MD: integrin-mediated muscular dystrophy alleviation activation | alpha7betagal myoblasts, beta-gal FDG fluorescence, 48 h | Potency, µM (top dose mostly 38.3 µM), for inactives: at the top dose activation, hits mostly activators | 350,000 tested, 0.064% active | AID 624291;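 note: potency is the fitted concentration of half-maximal effect; 100% = response of the positive control SU9516; nearly all actives have a fitted effect of over 60% in size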
#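 alpha7betagal+/- myoblasts (passage 13, 250/well) treated 48 h at 37C with compounds at 1:260 dilution of DMSO stock. Lysed, then beta-galactosidase activity read as FDG fluorescence (ex 480/em 540) after 30 min, with pre-read for autofluorescence.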
# MBNL1 CUG block: MBNL1-poly(CUG) RNA binding inhibition | Potency, µM (titrated, usually from 57.5 µM), inactives show top-dose activity change, negative = inhibition, hits mostly inhibitors | 280,000 tested, 0.036% active | TR-FRET MBNL1-His/biotin-(CUG)12 binding, 665/545 ratio | AID 2675 | Q9NR56; active = well fitted inhibition curve with a large enough effect in the signal ratio, with a control signal flat, not every such curve was filed as active; inconclusive = small, poorly fitted or top-dose-only effect, or effect the other way, or a change in a side signal; inactive = no such curve, though single readings can be large or run the other way; the % refers to the signal ratio; note: potency is the fitted concentration of half-maximal effect; % is set by controls: 0 for no effect and ±100 for the full control effect
#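 TR-FRET between His-tagged MBNL1 and biotin-(CUG)12 RNA, detected with Tb anti-His antibody (0.055 ng/ul) and streptavidin-XL665 (5 nM), 60 min at room temperature. Compounds titrated 92 nM to 58 uM; 665/545 nm ratio normalized to buffer and complex controls.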
# CXXC DNA block: MLL CXXC-DNA interaction inhibition. AID 2662. Potency, µM (series often up to 115 µM), for the others: top-dose activity change, negative = inhibition, most hits filed as inhibitors. 290,000 tested, 0.037% active. MLL-CXXC / FITC-HOXA9 DNA fluorescence polarization; active = well fitted inhibition curve with a large enough effect in the polarisation, with a control signal flat, not every such curve was filed as active; inconclusive = small, poorly fitted or top-dose-only effect, or effect the other way, or a change in a side signal; inactive = no such curve, though single readings can be large or run the other way; the % refers to the polarisation; note: potency is the fitted concentration of half-maximal effect
#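 Purified MLL-CXXC (added from a 7 uM solution) was preincubated 5 min at ambient with pinned compounds in 50 mM Tris-HCl pH 7.5, 50 mM NaCl, 1 mM DTT, 0.05% BSA. Fluorescein-labeled HOX-A9 DNA (50 nM solution) followed, 30 min, then polarization read.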
# GALK inhibitor: inhibitors of human galactokinase | P51570 | 270,000 tested, 0.007% active | AID 1868 | Purified GALK, Kinase-Glo residual ATP luminescence | Potency, µM (top dose mostly 57.5 µM), inactives show top-dose activity change, negative = inhibition, usual class: inhibitors; note: potency is the fitted concentration of half-maximal effect; % is set by controls: 0 for no effect and ±100 for the full control effect
#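 Kinase-Glo Plus luminescence measured ATP left after a 1 h room-temperature reaction. The reaction used 5 nM GALK, 100 uM galactose and 35 uM ATP at pH 8.0 (20 mM HEPES, 5 mM MgCl2, 60 mM NaCl, 1 mM DTT, 0.01% BSA).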
# TRPV1 agonist: human TRPV1 agonism; TRPV1-expressing cells, Fluo-8 calcium influx, agonist mode; activation, % at 8.33 µM; 320,000 tested, 0.19% active; AID 540275; in the data active = activation above about 80%; inconclusive = between about 30% and that limit; note: 0% is about no effect
#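 TRPV1-expressing cells were cultured overnight at 35.5C and loaded with Fluo-8 calcium dye for 40 to 90 min at room temperature. After a 10 s baseline, compound was added and calcium influx was read kinetically for 3 min (ex 480/em 520 nm).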
# A-T KAP1 phos: potential ataxia-telangiectasia treatment; AID 485349; Potency, µM (highest dose often 57.5 µM), for the others: at the highest dose activation, hits mostly activators; 320,000 tested, 0.19% active; […] A-T fibroblasts, KAP-1 phosphorylation AlphaLISA; neocarzinostatin DNA damage 30 min before lysis; note: potency is the fitted concentration of half-maximal effect; % of control where 0% means no effect; nearly all actives have a fitted effect of over 45% in size
#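 hTERT-immortalized A-T patient fibroblasts ([…]), 500 cells/well in OPTI-MEM, 1% FBS, got compounds for 60 min, then NCS for 30 min at 37C. Lysates were then assayed for phospho-KAP-1 by AlphaLISA (anti-pKAP1 donor, anti-KAP1 acceptor beads), 6 hr at 25C.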
# FBPA coupling cs: inhibits coupling enzyme system, counter-screen for aldolase hits. coupling enzyme system counterscreen, AmpLite Red fluorescence. activity change, negative = inhibition, % at 58.2 µM, hits read low. 290,000 tested, 0.67% active. AID 2472; in the data active = activity change below about -30%; note: % is set by controls: 0 for no effect and ±100 for the full control effect
#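 Coupling enzymes only (glyceraldehyde-3-phosphate) + compound, at 57.5 uM final, 10 min RT; add substrate/coupling/AmpLite Red mix, 20 min RT; fluorescence ex 525/em 598 nm. Actives flag coupling-system interference.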
# S-ASM inh: inhibitors of human secretory acid sphingomyelinase; P17405; placental ASM, HMU-PC fluorogenic substrate, 60 min; Potency, µM (titrated, usually from 57.5 µM), for the others: at the highest dose activity change, negative = inhibition, most hits filed as inhibitors; 340,000 tested, 0.006% active; AID 504937; note: potency is the fitted concentration of half-maximal effect
#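 Fluorogenic HMU-PC substrate (9 uM final) is turned over by placental ASM in 60 min at 37 C after a 10 min compound preincubation. Reaction ended by alkaline stop (pH 10), with fluorescence read at 386/447 nm.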
# hERG WT inh: inhibitors of human wildtype KCNH2 potassium channel; Q12809; U2OS, BacMam KCNH2, thallium flux FluxOr; active compounds read low; activity change, % at 1.84 µM; 340,000 tested, 0.37% active;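 active = maximum activity change below -70%; inconclusive = maximum activity change between -70% and -50%; inactive = maximum activity change above -50%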; note: % is set by controls: 0 for no effect and ±100 for the full control effect
#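 U2OS cells were transduced with wild-type KCNH2 virus (2.03 x 10^8 / mL) for 4 h at room temperature, then cultured overnight at 37 C. Thallium flux was read with FluxOr dye. Rate constants were normalized to DMSO controls.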
# Numbers without * were called inactive; ? = inconclusive; . = not tested or not shown; [ ] = another dose, or the depositor's remark. Unless noted, calls come from the whole dose curve; as a rule, active = well fitted curve in the direction sought with a large enough effect; inconclusive = small, poorly fitted or top-dose-only effect, or another doubt; inactive = no such curve, though single readings can be large; an effect the other way counts as inactive or inconclusive. No enrichment for hits (roughly 2% active in at least one column).
SMILES,KCNH2 3.1 inh,Integrin act MD,MBNL1 CUG block,CXXC DNA block,GALK inhibitor,TRPV1 agonist,A-T KAP1 phos,FBPA coupling cs,S-ASM inh,hERG WT inh
COc1ccc(NC(=O)C(=O)N/N=C(\C)CC(=O)Nc2ccccn2)c(OC)c1,-9,9%,-4%,-4%,-1%,3,-5%,-2,1%,3
O=C(COC(=O)/C=C/c1ccccc1Cl)NC(=O)NCc1ccccc1,3,-36%,.,.,.,10,4%,.,0%,-5
CC1(C)CC(=O)C2=C(C1)N(c1ccccc1)C(N)=C(C#N)C2c1ccccc1 (stereo not given),7,-36%,?,1%,-6%,11,-2%,-1,2%,0
CS(=O)(=O)c1ccc(C(=O)NCC(c2ccco2)N2CCCCC2)cc1 (stereo not given),2,5%,0%,8%,11%,-4,-5%,0,1%,-3
CC1(C)CC(=O)C2=C(C1)OC(N)=C(C#N)C2Cc1ccccc1 (stereo not given),0,-2%,-11%,-5%,-2%,7,-6%,0,2%,9
CCOc1ccc(NC(=O)C2CC(=O)N=C(N)S2)cc1 (stereo not given),9,-9%,-4%,-7%,1%,5,2%,-1,-1%,3
COc1ccc(-n2nc(C(=O)NCC(=O)Nc3cc(OC)c(OC)c(OC)c3)c3ccccc3c2=O)cc1Cl,-8,25%,-6%,-8%,1%,-2,1%,2,-3%,-10
Cc1cc2[nH]c3ccccc3c2c(C)n1,5,-21%,-8%,13%,2%,-1,12%,0,8%,-10
COc1ccc(OC)c(NC(=O)c2ccc(-c3csc(C)n3)cc2)c1,-1,8%,0%,8%,3%,4,8%,0,-4%,-14
COc1ccc(-c2csc(NC(=O)c3cccc(S(=O)(=O)N4CCN(C)CC4)c3)n2)cc1,-25,-29%,-7%,17%,0%,-5,2%,-7,-23%,3
COc1ccc(OCCC(=O)OCC(=O)NCCC2=CCCCC2)cc1,2,-29%,0%,1%,-1%,26,-4%,2,-1%,5
O=CNc1ccccc1Oc1ccccc1,1,-12%,-7%,1%,0%,4,-4%,1,0%,1
COc1ccc(Cl)cc1-c1n[nH]c(=S)n1C,11,1%,?,-14%,0%,2,2%,0,-16%,-6
CCCC(=O)Nc1ccc(C(=O)NNC(=O)c2ccccc2Br)cc1,-1,-32%,3%,-1%,.,0,7%,4,0%,-3
C=Cn1c(C(=O)O)cc(CC)c1-c1ccccc1,-24,-15%,-4%,1%,0%,1,4%,8,-16%,-35
Cc1ccc(C(=O)NCC(=O)NCC(=O)OCC(=O)c2ccc(Br)cc2)cc1,10,15%,5%,0%,1%,-2,-6%,5,3%,-6
Cc1cc(C)c(C)c(S(=O)(=O)Nc2ccc(C(=O)N3CCCC3)cc2)c1C,10,38%,1%,1%,-4%,-4,3%,-1,1%,3
Clc1ccc2c(N/N=C/c3ccc(Br)cc3)ccnc2c1,?,-56%[inhibitor],-15%,-1%,2%,-5,3%,4,41%,3
COc1ccc2[nH]cc(CCNC(=O)Nc3ccccc3)c2c1,5,73%,5%,54%[activator],-1%,?,34%,0,-6%,.
CN(C)C(=O)COc1ccc(C(=O)/C=C/c2cccnc2)cc1,6,-71%[inhibitor],-4%,12%,5%,-2,11%,4,0%,-5
O=C(Nc1ccccc1Cl)Nc1cccc2cccnc12,4,-12%,8%,3%,-2%,12,4%,-3,?,1
COC(=O)Cc1cc(=O)n2[nH]c(C)cc2n1,10,6%,-3%,-3%,1%,-1,-1%,1,7%,-3
Cc1oc(S(=O)(=O)N2CCCC2)cc1C(=O)Nc1ccc(F)cc1,1,6%,6%,2%,6%,11,9%,7,2%,-3
O=C(O)CCCC(=O)Nc1c(F)c(F)c(F)c(F)c1F,-8,-5%,-10%,-9%,1%,-4,34%,-1,2%,-11
Cn1c(=O)n(CCO)c(=O)c2c1nc(Br)n2Cc1ccccc1,15,0%,0%,-11%,1%,1,0%,0,3%,-9
SMILES,KCNH2 3.1 inh,Integrin act MD,MBNL1 CUG block,CXXC DNA block,GALK inhibitor,TRPV1 agonist,A-T KAP1 phos,FBPA coupling cs,S-ASM inh,hERG WT inh
CCc1c(C)nc(N2CCN(c3ccccc3F)CC2)[nH]c1=O,11,?,-1%,-11%,4%,1,5%,0,2%,-2
CCc1ccccc1NC(=O)N1CCCC(CCC(=O)N(C)CCc2ccccn2)C1 (stereo not given),-5,17%,0%,-7%,-3%,1,4%[11.5 µM],3,-1%,8
Cc1ccc(C(=O)c2c3ccc(C(F)(F)F)cc3[n+]([O-])n2CCCC(N)=O)cc1,-79*,9%,.,.,.,?,10%,.,-12%,11
CNc1nc(N)c([N+](=O)[O-])c(NCc2ccccc2)n1,-10,18%,-5%,0%,1%,8,-10%,3,-1%,-6
O=C1OC(c2ccc3c(c2)OCO3)=N/C1=C\c1ccc(C(=O)O)cc1,5,-15%,15%,?,-7%,0,-9%,-1,4%,-5
Nc1ccc(-c2nc3ncccc3o2)c(Cl)c1,4,18%,1%,3%,-3%,6,4%,1,.,7
CCOC(=O)CNC(=O)N1CCCC(Cc2ccccc2)(C(=O)OCC)C1 (stereo not given),13,-21%,.,.,.,.,.,.,-4%,-5
Cc1c(C(=O)OCC(=O)N(C)c2ccccc2)oc2ccccc12,3,-10%,-3%,?,-2%,5,-1%,0,-1%,10
Cc1ccc(C)c2[nH]c(=O)c(C(c3nnnn3Cc3ccco3)N3CCc4ccccc4C3)cc12 (stereo not given),-8,-16%,?,2%,-2%,-4,14%,-34*,-4%,-12
COc1ccc(-n2cnnc2SCC(=O)Nc2ccc(C(N)=O)cc2)cc1,-9,2%,3%,26%,-1%,2,-8%,2,-15%,-9
Cn1c(=NC(=O)CSCC(=O)N2CCCCC2)sc2ccccc21,7,-2%,7%,-4%,4%,0,.,3,2%,-8
CC1=C(C(=O)OC(C)C)C(c2ccc(C)o2)C(C(=O)OC(C)C)=C(C)N1,-7,24%,-7%,-12%,-2%,23,-19%,-13,27%,0
CCOc1cc(N2CCOCC2)c(OCC)cc1NC(=O)Cc1cn2ccsc2n1,24,43%,2%,-9%,0%,3,2%,-8,6%,-6
COc1ccc(C)cc1NC(=O)c1nnn(Cc2cccc(F)c2)c1N,-3,-14%,?,3%,2%,3,8%,2,-4%,-2
CSc1ccc(CN(C)C(=O)CCNS(=O)(=O)c2ccc(C)c(C)c2)cc1,0,-16%,.,.,.,6,4%,.,-1%,1
CC(C)Cc1ccc(CN2CCCC(NC(=O)CCCN3CCCC3=O)C2)cc1 (stereo not given),2,-16%,1%,4%,4%,12,2%,-1,3%,15
O=C1c2ccccc2S(=O)(=O)N1CCCN1C(=O)c2ccccc2S1(=O)=O,-7,13%,.,.,.,.,.,.,-2%,-1
Cc1ccc(S(=O)(=O)Nc2ccc(NC(=O)Nc3cccc(C(F)(F)F)c3)cc2)cc1,3,-48%[inhibitor],?,1%,0%,2,1%,-3,-16%,-5
CCCc1nnc(NC(=O)c2cn(CC)c3cc(N4CCN(C)CC4)c(F)cc3c2=O)s1,-9,-16%,-6%,-12%,0%,0,11%,2,3%,-5

# Some of these compounds in order of number of heavy atoms, falling.
SMILES,KCNH2 3.1 inh,Integrin act MD,MBNL1 CUG block,CXXC DNA block,GALK inhibitor,TRPV1 agonist,A-T KAP1 phos,FBPA coupling cs,S-ASM inh,hERG WT inh
Cc1ccc(C)c2[nH]c(=O)c(C(c3nnnn3Cc3ccco3)N3CCc4ccccc4C3)cc12 (stereo not given),-8,-16%,?,2%,-2%,-4,14%,-34*,-4%,-12
CCCc1nnc(NC(=O)c2cn(CC)c3cc(N4CCN(C)CC4)c(F)cc3c2=O)s1,-9,-16%,-6%,-12%,0%,0,11%,2,3%,-5
CCOc1cc(N2CCOCC2)c(OCC)cc1NC(=O)Cc1cn2ccsc2n1,24,43%,2%,-9%,0%,3,2%,-8,6%,-6
Cc1ccc(C(=O)c2c3ccc(C(F)(F)F)cc3[n+]([O-])n2CCCC(N)=O)cc1,-79*,9%,.,.,.,?,10%,.,-12%,11
CCOC(=O)CNC(=O)N1CCCC(Cc2ccccc2)(C(=O)OCC)C1 (stereo not given),13,-21%,.,.,.,.,.,.,-4%,-5
O=C1OC(c2ccc3c(c2)OCO3)=N/C1=C\c1ccc(C(=O)O)cc1,5,-15%,15%,?,-7%,0,-9%,-1,4%,-5
Cn1c(=NC(=O)CSCC(=O)N2CCCCC2)sc2ccccc21,7,-2%,7%,-4%,4%,0,.,3,2%,-8
